Screening results deposited in PubChem BioAssay by several laboratories.
SMARCA2 activ: SMARCA2 function activation, primary screen; hit rate 1% among 370,000; activation, % at 9.1 µM; AID 652017; MG213 cells, MMTV-luciferase reporter, dexamethasone, overnight; in the data active = activation above about 7.8%;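 note: 0% = vehicle wells and 100% = reference activator wells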
ADAM17 inh: ADAM17 inhibition, QFRET primary screen; AID 720648; P78536; hit rate 0.83% among 370,000; inhibition, % at 6.95 µM; recombinant ADAM17, EDANS/DABCYL FRET peptide cleavage;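 active = inhibition above the mean of compounds lying between control limits plus 3 SD, set per campaign, cut at about 8.5% in these data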;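 note: 0% = DMSO-only wells as the low control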
NPR1 activator: GC-A (human) enzyme activation. P16066. HEK293 GC-A cells, cGMP TR-FRET, EC30 ANP; 0% at EC30 ANP, 100% saturating ANP. activation, % at 10 µM. hit rate 0.14% among 370,000. AID 1671463; in the data active = activation above about 40%
Target sequence (P16066 whole entry, looked up): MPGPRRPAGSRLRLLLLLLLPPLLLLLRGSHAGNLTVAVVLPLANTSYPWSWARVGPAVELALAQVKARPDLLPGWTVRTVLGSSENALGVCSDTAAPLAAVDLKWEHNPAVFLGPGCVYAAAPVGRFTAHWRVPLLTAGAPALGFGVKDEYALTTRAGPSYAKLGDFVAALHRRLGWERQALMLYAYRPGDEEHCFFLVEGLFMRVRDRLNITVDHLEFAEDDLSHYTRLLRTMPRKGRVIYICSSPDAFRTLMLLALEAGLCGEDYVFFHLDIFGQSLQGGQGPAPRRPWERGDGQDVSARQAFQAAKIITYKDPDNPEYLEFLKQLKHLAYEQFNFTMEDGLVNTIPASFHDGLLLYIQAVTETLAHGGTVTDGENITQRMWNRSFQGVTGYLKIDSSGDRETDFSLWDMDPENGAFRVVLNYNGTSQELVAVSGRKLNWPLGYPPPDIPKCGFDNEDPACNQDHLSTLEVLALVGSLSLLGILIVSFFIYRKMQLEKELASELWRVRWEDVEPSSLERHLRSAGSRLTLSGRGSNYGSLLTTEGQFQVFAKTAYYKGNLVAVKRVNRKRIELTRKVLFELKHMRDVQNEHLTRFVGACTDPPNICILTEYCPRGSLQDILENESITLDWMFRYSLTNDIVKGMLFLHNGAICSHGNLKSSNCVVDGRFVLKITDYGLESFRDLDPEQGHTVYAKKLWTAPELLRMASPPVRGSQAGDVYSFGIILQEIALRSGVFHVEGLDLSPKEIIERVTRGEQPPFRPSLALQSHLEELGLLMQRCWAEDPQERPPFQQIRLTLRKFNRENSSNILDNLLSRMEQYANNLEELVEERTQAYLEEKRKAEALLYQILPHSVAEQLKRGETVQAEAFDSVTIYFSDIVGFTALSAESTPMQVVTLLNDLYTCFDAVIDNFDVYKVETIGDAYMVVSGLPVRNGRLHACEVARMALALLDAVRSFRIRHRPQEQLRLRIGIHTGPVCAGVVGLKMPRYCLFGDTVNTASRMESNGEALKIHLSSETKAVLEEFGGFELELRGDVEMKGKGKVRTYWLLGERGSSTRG
ssDAF12 agonist: activators of S. stercoralis DAF-12 nuclear receptor; hit rate 1% among 370,000; AID 652126; HEK293 ssDAF-12/GRIP1 lit1-tk-luc reporter, luminescence; % of 3 µM dafachronic acid response; activation, % at 6.8 µM;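 active = activation above the mean over all tested compounds plus 3 SD, cut at about 0.9% in these data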;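 note: 0% = DMSO-only wells and 100% = 3 µM delta7-dafachronic acid wells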
GAA850 FXN act: increases GAA850 frataxin promoter reporter activity | hit rate 0.56% among 360,000 | AID 540364 | activation, % at 6 µM | HEK293 lucGAA850 FXN promoter luciferase reporter, 24 h; percent of 10 µM SAHA response;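 active = activation above the average of all compounds screened plus 3 SD, cutoff fixed separately per campaign, cut at about 7.5% in these data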;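 note: 0% = DMSO wells and 100% = 10 µM SAHA wells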
hcDAF12 agonist: H. contortus DAF-12 activation, primary screen; HEK293 hcDAF-12 lit1-tk-luc reporter, luminescence; 0% DMSO, 100% Δ7-dafachronic acid; activation, % at 6.8 µM; hit rate 1.4% among 370,000;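 active = activation above the mean of all tested compounds plus 3 SD, cut at about 5.5% in these data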;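 note: 100% = response to 3 µM Δ7-dafachronic acid high control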
DAX1 inh-1: inhibitors of DAX1 repression of SF-1 activated StAR promoter | HEK293T StAR-luciferase reporter, SF-1/DAX-1 repression relief | inhibition, % at 6.8 µM | hit rate 1.1% among 370,000 | AID 652010;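 active = inhibition above the mean over all tested compounds plus 3 SD, cut at about 3.6% in these data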;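 note: 0% = DAX-1 cells with DMSO and 100% = cells lacking DAX-1 with DMSO; higher inhibition means more luminescence from relief of DAX-1 repression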
PG9 Ab binder: binds the HIV-1 gp120 antibody PG9. TR-FRET gp120-PG9 antibody binding. inhibition, % at 6.7 µM. hit rate 0.43% among 360,000; in the data active = inhibition above about 8.5%
hgDAF12 agonist: hgDAF-12 agonism, primary luciferase screen; AID 687014; activation, % at 6.8 µM; HEK293 GAL4-hgDAF12 UAS-luciferase reporter, agonist luminescence; normalized to butyrate control; hit rate 1.8% among 370,000;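 active = activation above a cutoff set at the mean of all screened compounds plus 3 SD, cut at about 10% in these data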;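 note: 0% = DMSO wells and 100% = sodium butyrate wells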
DAX1 inh-2: inhibits human nuclear receptor DAX1; AID 504766; inhibition, % at 6.75 µM; hit rate 0.99% among 340,000; HEK293 Gal4-DAX1 luciferase reporter, luminescence;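 active = inhibition above the mean over all tested compounds plus 3 SD, cut at about 4.2% in these data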;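 note: 0% = DAX1-transfected cells with DMSO and 100% = empty-vector control cells with DMSO; inhibition shows as a rise in luminescence from relieved DAX1 repression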
ADAM10 inh: ADAM10 inhibition, QFRET primary screen; O14672; recombinant ADAM10, EDANS/DABCYL FRET peptide cleavage, 3 h; inhibition, % at 7 µM; hit rate 0.62% among 370,000;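 active = inhibition above a per-campaign cutoff equal to the mean of compounds falling between control-based bounds plus 3 SD, cut at about 20% in these data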;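 note: 0% = DMSO wells while the 100% control is not disclosed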
* marks the source's active call; other numbers are inactive results; i = inactive; / = not tested or not shown. Outcome played no part in choosing rows; overall some 6.8% were active at least once.

Each structure is followed by: SMARCA2 activ	ADAM17 inh	NPR1 activator	ssDAF12 agonist	GAA850 FXN act	hcDAF12 agonist	DAX1 inh-1	PG9 Ab binder	hgDAF12 agonist	DAX1 inh-2	ADAM10 inh
1. CNc1nc(N)c(C(=O)Nc2cc(C)on2)s1
  -0.8	-1.7	-5.7	-0.2	-0.1	4.7	1.7	-4.9	4.7	3.1	8.7
2. CCN(Cc1ccccc1)C(=O)COC(=O)c1cc(=O)[nH]c2ccccc12
  1.5	-37.5	-5.5	0.0	-0.6	0.6	-0.5	-0.1	2.1	-0.5	-104.6
3. Cc1ccc2c(=O)n3c(nc2c1)C(CC(C)C)NC(=O)c1cccnc1-3 (stereo not drawn)
  -1.7	-4.0	-1.5	-0.6	0.0	0.6	-1.1	1.2	2.2	0.6	-6.9
4. N#Cc1c(-c2ccc(F)cc2)cc(-c2cccs2)nc1SCC(=O)O
  -1.6	-89.0	1.0	-1.1	-0.1	-0.2	0.0	-0.1	0.3	-1.1	-187.7
5. COc1ccc(C)cc1S(=O)(=O)NCC(c1ccc2c(c1)OCO2)N1CCOCC1 (stereo not drawn)
  -1.3	-1.0	-6.9	-0.9	1.9	-1.7	-0.2	-1.2	1.6	-0.3	-0.3
6. CCOc1ccccc1NC(=O)CSc1nc(=O)n(Cc2ccccn2)c2c1CCC2
  -1.2	-2.2	-2.2	-1.2	-0.5	-1.3	-0.8	0.6	-1.9	-2.6	-14.5
7. CC(C(=O)NC1CC(C)(C)NC(C)(C)C1)c1ccc([N+](=O)[O-])cc1 (stereo not drawn)
  1.5	-6.1	-3.7	-0.9	0.2	1.8	0.1	-0.9	-2.8	-0.9	5.8
8. CCOc1ccccc1NC(=O)Nc1ccc(Br)cc1C
  0.6	-0.3	2.4	-1.6	0.8	-2.0	-0.5	-0.9	-0.9	3.0	-4.2
9. COc1ccc(NC(=O)CC2SC(=N)N(c3ccccc3)C2=O)c(OC)c1 (stereo not drawn)
  3.8	-0.9	3.1	-2.1	0.3	-1.4	0.2	-2.0	1.2	-0.3	-1.3
10. Cc1cc(O)cc2c1C1CCC3(C)C(=O)CCC3C1C=C2 (stereo not drawn)
  0.2	-1.4	-1.0	-0.6	0.8	-0.4	-0.5	1.5	-0.4	0.5	-3.2
11. CC[C@]12C(=O)N(C)C[C@H]([C@@H]3C(=O)N(C)C(=O)[C@@H]31)N2C(=O)c1ccc(C(C)(C)C)cc1
  1.3	-1.4	-0.5	-1.2	-0.9	-0.9	0.2	0.2	-0.1	0.7	-4.1
12. Nc1nc(N=Nc2ccc(O)cc2)cc(=O)[nH]1
  -2.0	2.5	-5.8	-0.6	1.5	-1.4	-0.3	-8.9	0.0	0.5	-10.3
13. COc1ccc(NC(=O)Cc2c(F)c(F)c(F)c(F)c2F)cc1OC
  1.9	-0.4	1.4	-1.2	-0.5	-1.5	0.2	-2.1	2.6	-1.0	5.8
14. C[C@H]1CN([C@@H](C)CO)C(=O)CCCn2cc(nn2)CO[C@@H]1CN(C)C(=O)Nc1cccc2ccccc12
  -6.7	-22.8	-0.7	0.4	1.0	1.8	-2.1	0.4	3.9	1.2	-74.3
15. CCCCCNC(=O)c1ccccc1SC
  -1.6	-5.1	2.7	-1.8	0.2	-1.8	-0.6	-0.4	1.9	0.8	-4.6
16. Cc1nc(N(C)Cc2ccccc2)c2c(C)c(C)sc2n1
  -1.3	-4.8	-6.3	-1.4	-0.3	-1.1	-0.4	0.8	-2.2	0.2	0.8
17. CC(=O)Oc1ccc(N(C(C)=O)S(=O)(=O)c2ccccc2)c2ccccc12
  -2.0	-1.4	0.8	-0.6	0.3	0.2	-3.4	0.6	-6.3	-0.8	-2.4
18. OCCCNc1ncnc2c1ncn2[C@H]1CN(Cc2ccc(-c3ccccc3)cc2)C[C@@H](CO)O1
  -2.3	-2.4	7.5	-1.7	-1.8	-2.3	-2.3	-1.9	-0.9	/	-3.9
19. ON=Cc1cccn1-c1ccccc1
  0.5	-2.5	2.4	-0.8	1.7	-0.2	0.4	-0.2	2.5	-1.3	0.1
20. OCC1(CCc2ccccc2)CCCN(CCCc2ccccc2)C1 (stereo not drawn)
  0.3	2.7	-5.8	-0.6	1.0	2.6	-0.6	-0.6	-0.4	0.2	6.4
21. c1ccc(C2OCC3(CO2)COC(c2ccccc2)OC3)cc1 (stereo not drawn)
  -1.6	1.2	-0.9	-0.1	1.7	-2.0	0.5	-3.0	3.9	-1.1	3.3
22. COc1ccc(C(CNC(=O)c2cccc(S(=O)(=O)N3CCCC3)c2)N2CCCC2)cc1 (stereo not drawn)
  -3.8	-3.5	-6.8	-0.9	-2.6	0.4	5.6*	-0.3	2.8	1.1	6.7
23. Clc1ncc(Cn2cccn2)s1
  -2.5	-2.7	3.0	-1.8	-0.8	-0.8	0.4	0.5	5.3	1.1	-12.2
24. N#Cc1ccccc1S(=O)(=O)N1CCN(C(=O)CCNS(=O)(=O)c2ccc(Cl)cc2)CC1
  -2.1	-6.3	-2.9	-0.7	1.5	-0.7	-0.5	1.6	-0.8	0.1	-9.5
25. CC(=O)NC(Cc1ccc(F)cc1)C(=O)N1CCN(C(=O)NCc2ccccc2)CC1 (stereo not drawn)
  2.5	2.0	5.6	-0.6	-1.6	0.0	0.0	0.2	-1.8	0.8	1.1
26. COc1ccc(-c2cc(C)no2)cc1S(=O)(=O)N1CCOc2ccccc21
  5.9	3.7	-6.3	-1.5	-0.7	2.0	-0.6	0.7	-1.6	-0.3	6.0
27. Cc1cc(=O)[nH]c(Nc2ccccc2C)n1
  -1.8	-8.1	4.7	-0.8	2.2	1.1	-0.2	-1.2	0.5	-0.3	-5.1
28. COCCNC(=O)c1ccccc1NC(=O)c1cc(OC)cc(OC)c1
  -1.7	1.8	-5.5	-1.5	1.2	-3.2	-1.4	-2.1	-0.8	1.2	11.1
29. Cc1nc(Cl)sc1C(=O)Nc1cccc2ccccc12
  -5.5	6.0	-0.6	-1.1	0.7	0.9	-0.4	-3.0	-0.8	-0.4	19.4
30. CCOC(=O)C1=C(c2ccccc2)NC(=O)NC1c1cc(OC)c(OC)c(OC)c1 (stereo not drawn)
  -2.7	-10.2	-2.8	-1.3	-1.0	-0.1	-0.9	2.7	1.3	1.7	-23.6
31. CNC(=O)COC(=O)Cc1ccc(Cl)cc1
  0.3	0.3	4.9	-0.7	-0.5	2.1	0.0	0.6	0.8	0.5	3.4
32. COc1ccc(OC)c(NC(=O)Cn2c(=O)n(CC(=O)NCc3ccco3)c(=O)c3ccccc32)c1
  -0.1	-1.4	1.8	-1.3	1.3	-1.9	0.4	-0.8	-0.8	-0.7	-2.5
33. C=CC[C@H]1C=C[C@@H](C(C(=O)OC)C(=O)OC)CN1C(C)=O
  -0.9	-3.5	-0.4	-0.5	-0.8	-0.1	0.5	-0.3	2.5	-1.0	-6.3
34. CCOCCCN(C(=O)CNC(=O)c1ccco1)C(C(=O)NC1CCCC1)c1cccc(OC)c1 (stereo not drawn)
  0.8	0.5	-6.1	-1.1	-0.6	-0.2	-0.3	-0.8	0.6	-0.9	7.2
35. O=C(CN1C2=NCCCN2c2ccccc21)c1ccc(Cl)cc1Cl
  -0.8	-1.1	-2.3	-0.4	-0.4	1.1	-0.3	-0.1	-0.3	-0.6	-1.0
36. COc1ccccc1OC(=O)Nc1ccc(Cl)cc1
  0.9	-5.9	5.6	-0.9	4.0	0.7	0.4	1.8	2.4	-0.6	3.0
37. CCCCCCCCCCCCCCCC(=O)Nc1ccn(C2OC(CO)C(O)C2O)c(=O)n1 (stereo not drawn)
  0.7	-9.8	2.3	-1.0	0.0	-0.3	-3.3	-0.4	-2.3	-2.4	-6.6
38. Cc1ccc(C(=O)O)cc1NC(=O)c1ccc2c(c1)C(=O)N(c1ccc([N+](=O)[O-])cc1)C2=O
  1.0	-0.8	-0.1	-0.9	0.3	-1.8	-0.5	1.5	-0.1	-0.5	-9.4
39. COC(=O)[C@H](Cc1ccccc1)NC(=O)N1CCCCCC1
  -0.2	-3.3	6.0	-0.3	0.7	1.7	0.4	0.0	-1.0	1.4	0.5
40. CN(NC(=O)c1ccccc1F)c1nc(C(F)(F)F)nc2ccccc12
  0.8	-0.4	-8.5	0.1	0.0	-1.0	-1.0	-0.2	-0.1	-2.2	6.5
41. Cc1cccc(CN2CCC(Oc3ccc(C(=O)N4CCCC4)cc3)CC2)n1
  -0.8	-1.9	4.0	-0.3	0.2	-0.5	-0.6	-2.9	0.1	0.1	-11.4
42. Cc1ccc(NC(=O)c2nc[nH]c2C(=O)Nc2ccccc2F)cc1
  4.5	5.5	-1.2	-1.2	2.9	-1.3	0.8	-0.9	1.7	-0.7	0.4
43. COc1ccc(C(=O)O)cc1N1C(=O)Nc2ccccc2N1O
  -2.0	-4.2	-3.5	-1.9	0.1	-0.1	0.8	1.0	0.7	0.6	-11.7
44. Cc1[nH]nc2c1C(c1cccc(C(F)(F)F)c1)N(Cc1ccccc1)C2=O (stereo not drawn)
  0.1	-2.0	-5.5	-1.2	/	-1.2	-0.9	0.1	-2.9	/	-14.7
45. COc1ccc(N2CCN(S(=O)(=O)CCNC(=O)Cc3ccc([N+](=O)[O-])cc3)CC2)cc1
  -2.5	-7.1	-5.6	-1.3	-1.6	-0.4	-0.1	-0.3	-2.6	0.4	-4.0
46. CCOC(=O)N1CCC(N2CCN(S(=O)(=O)c3ccc4ccccc4c3)CC2)CC1
  -3.0	-7.3	-5.6	-1.3	1.0	-0.9	-0.2	1.9	-0.2	-1.7	-0.6
47. CCCCc1cc(=O)oc2c3c(cc(OCC(=O)N4CCC[C@H]4C(=O)O)c12)OC(C)(C)CC3
  -0.1	i	2.8	-1.3	2.6	4.0	0.8	0.7	-0.8	0.1	i
48. COc1cc(C(=O)OCc2csc(CC(=O)Nc3ccccc3C)n2)ccc1OCC(C)C
  -1.5	-1.6	2.8	-0.6	0.8	0.5	0.3	-0.9	2.6	-0.1	-9.6
49. O=C(CN(Cc1ccco1)C(=O)CNS(=O)(=O)c1ccc(F)cc1)NCc1ccco1
  2.9	0.2	4.3	-1.1	-1.3	-2.8	0.0	-0.4	-0.2	2.0	1.5
50. CCN(c1ccccc1)S(=O)(=O)c1cccc(C(=O)O)c1
  1.0	6.4	1.9	-1.4	4.5	-0.9	0.2	1.6	-1.5	0.8	-3.8
51. COc1ccccc1N1CCN(CCCCOc2ccc(F)cc2)CC1
  -2.3	-0.1	-0.2	-1.4	-2.0	-1.0	-1.0	-1.8	3.4	-1.2	-3.7
52. COc1ccc(S(=O)(=O)NC2CCCC2)cc1Br
  -0.7	-4.1	-2.3	-1.4	-0.6	-1.9	-0.7	1.8	-0.2	-0.1	9.4
53. O=C(NCCC1=CCCCC1)C(=O)NCc1ccncc1
  -2.4	-4.5	3.9	-0.8	0.9	-0.4	0.8	-3.2	2.9	0.5	0.6
54. COc1cccc(NC(=O)c2nn(-c3ccc(OC)cc3OC)c(=O)c3ccccc23)c1
  3.6	-1.9	-3.0	-1.4	1.6	-1.4	-0.3	-2.5	1.4	-0.3	-5.8
